# Anthrax LF prot: Bacillus anthracis LF protease inhibitors, primary screen, biochemical, multiplex microsphere, MLPCN library; Lethal factor (Bacillus anthracis), P15917; multiplex microsphere protease cleavage assay; inhibition, % at 10 µM; 360,000 compounds, 0.12% hits; further: plate controls were buffer without enzyme for full effect and enzyme alone for no effect
# MazEF act: activators of E. coli MazEF toxin-antitoxin RNase, primary screen, biochemical, fluorescence, uHTS; Endoribonuclease toxin MazF (Escherichia coli (strain K12)), P0AE70; FAM/BHQ RNA-DNA oligo cleavage fluorescence, 5 h; activation, % at 20 µM; 350,000 compounds, 0.32% hits; AID 504720, 2011; in the data active means activation above about 50%
# Target sequence (P0AE70 whole entry, looked up): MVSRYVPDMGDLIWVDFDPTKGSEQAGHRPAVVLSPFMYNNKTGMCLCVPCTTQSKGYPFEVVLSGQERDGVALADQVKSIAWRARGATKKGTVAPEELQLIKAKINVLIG
# BoNT F protease: BoNT/F light chain protease inhibitors, primary screen, biochemical, flow cytometry, MLPCN library; Botulinum neurotoxin type F light chain protease (Clostridium botulinum); Multiplex microsphere protease cleavage assay; inhibition, % at 10 µM; 360,000 compounds, 0.22% hits; AID 588497, 2011; in the data active means inhibition above about 35%, passing the limit was not always enough; inconclusive means no clear call, values can overlap the other calls; further: plate controls were buffer without enzyme for full effect and enzyme alone for no effect
# CCHFV vOTU inh: CCHFV vOTU protease inhibitors, primary screen, biochemical, Pep-AMC substrate, fluorescence; AID 651958, 2012; Crimean-Congo hemorrhagic fever virus L polyprotein viral ovarian tumor (vOTU) protease …; inhibition, % at 11.5 µM; 370,000 compounds, 0.55% hits; in the data active means inhibition above about 30%; further: 0% = vehicle wells with enzyme and 100% = no enzyme wells
# BoNT A protease: BoNT/A light chain protease inhibitors, primary screen, biochemical, flow cytometry, MLPCN library; Botulinum neurotoxin type A light chain protease (Clostridium botulinum A str. ATCC 3502); multiplex microsphere protease substrate cleavage; inhibition, % at 10 µM; 360,000 compounds, 0.17% hits; further: plate controls were buffer without enzyme for full effect and enzyme alone for no effect
# VHR inh abs: VHR1 phosphatase inhibitors, primary screen, biochemical, absorbance, uHTS | Dual specificity protein phosphatase 3 (Homo sapiens), P51452 | recombinant VHR phosphatase, pNPP absorbance | inhibition, % at 13.3 µM | 290,000 compounds, 0.52% hits; in the data active means inhibition above about 50%; further: some compounds called inactive have numbers as strong as hits
# Target sequence (P51452 whole entry, looked up): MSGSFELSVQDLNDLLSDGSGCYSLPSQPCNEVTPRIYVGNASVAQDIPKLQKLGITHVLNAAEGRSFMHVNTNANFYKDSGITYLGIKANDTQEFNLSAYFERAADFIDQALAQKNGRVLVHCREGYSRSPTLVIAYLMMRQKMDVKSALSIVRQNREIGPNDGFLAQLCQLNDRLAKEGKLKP
# SARS 3CLpro inh: SARS-CoV 3CLpro protease inhibitors, primary screen, biochemical, quenched FRET; recombinant SARS-CoV 3CLpro, quenched FRET peptide cleavage; inhibition, % at 6 µM; 290,000 compounds, 0.14% hits; in the data active means inhibition above about 12%
# PriA SSB inh: inhibitors of Klebsiella pneumoniae PriA binding to SSB C-terminal tail, primary screen, biochemical, AlphaScreen | PriA–SSB C-terminal tail interaction (Klebsiella pneumoniae) | AlphaScreen SSBct-PriA binding, biotinylated peptide | inhibition, % at 33 µM | 430,000 compounds, 0.6% hits; in the data active means inhibition mostly above about 37%, no sharp cut-off; inactive means mostly below about 20%;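 further: plate controls were negative control peptide for no effect and reference peptide for full effect; strong numbers were not always called active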
# Rv3671c inh: Rv3671c serine protease inhibitors, primary screen, biochemical, fluorescence polarization, M. tuberculosis H37Rv; P9WHR9; inhibition, % at 5.96 µM; 320,000 compounds, 0.048% hits; in the data active means inhibition above about 38%;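 further: extracellular domain of Rv3671c used as enzyme; 0% = enzyme with DMSO and 100% = no enzyme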
# Target sequence (P9WHR9 whole entry, looked up, the tested form may be a part): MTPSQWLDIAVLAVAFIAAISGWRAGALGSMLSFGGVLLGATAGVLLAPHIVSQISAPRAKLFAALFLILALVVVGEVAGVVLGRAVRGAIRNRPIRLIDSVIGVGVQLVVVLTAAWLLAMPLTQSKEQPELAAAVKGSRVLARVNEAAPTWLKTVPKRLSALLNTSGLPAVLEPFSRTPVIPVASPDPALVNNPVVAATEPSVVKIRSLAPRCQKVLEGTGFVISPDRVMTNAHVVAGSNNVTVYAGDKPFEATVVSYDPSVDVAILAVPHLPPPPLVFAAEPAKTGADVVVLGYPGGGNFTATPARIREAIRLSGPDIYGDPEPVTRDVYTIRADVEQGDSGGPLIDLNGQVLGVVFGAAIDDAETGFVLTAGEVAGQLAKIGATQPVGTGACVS
# PrPC TRFRET: inhibitors of human cell surface prion protein PrPC, primary screen, cell-based, TR-FRET; inhibition, % at 13.8 µM; 370,000 compounds, 0.43% hits; Major prion protein (Homo sapiens), P04156; TR-FRET read-out; in the data active means inhibition above about 24%; further: 0% = median of the test wells and 100% = reference compound wells
# * marks the source's active call; other numbers are inactive results; ? = inconclusive; / = no result given. Unless noted, no stated cut-off is given here; in the data, active means inhibition above about 30%; inconclusive means no clear call, values can overlap the other calls; inactive means below that. A portion of the library; the hit share may differ from the screen's.
cpd	SMILES	Anthrax LF prot	MazEF act	BoNT F protease	CCHFV vOTU inh	BoNT A protease	VHR inh abs	SARS 3CLpro inh	PriA SSB inh	Rv3671c inh	PrPC TRFRET
1	O=C1Cc2cc(NS(=O)(=O)c3ccc(F)cc3)cc3c2N1CCC3	-3	6	-5	-4	2.1	/	/	-5	-1	-1
2	O=C(O)CN(CCc1ccccc1)S(=O)(=O)c1ccccc1	6	-4	-3	-1	-1.5	4	4	2	-1	11
3	Cc1c(C(=O)N2CCCCCC2)oc2ccccc12	0	1	-1	-4	1.1	7	1	-19	5	2
4	Cc1ccc([N+](=O)[O-])cc1NC(=O)CSc1nncc2ccccc12	-4	-15	2	-4	-2.0	6	2	-14	-6	-8
5	Cc1ccccc1-c1nnn(Cc2cccc(S(=O)(=O)N3CCOCC3)c2)n1	17	-6	6	2	2.3	/	/	-6	-2	7
6	c1ccc2sc(NC3=NCN(CC4CCCO4)CN3)nc2c1 (centres undefined)	2	3	-5	-6	0.1	12	3	-6	2	6
7	Cc1c(C(=O)C(=O)N2CCN(C)CC2)c2ccccc2n1C	5	-2	5	13	0.3	19	-4	-8	-2	-4
8	Cc1ccc(C(=O)CN(CCC(=O)O)S(=O)(=O)c2ccc([N+](=O)[O-])cc2)cc1	0	-2	1	14	-0.2	/	/	-3	-3	1
9	Cc1noc(C)c1S(=O)(=O)Nc1ccc2c(c1)C(=O)N([C@H](C)CO)C[C@H](C)[C@H](CN(C)C(=O)NC(C)C)OCCCC[C@@H](C)O2	-7	1	-10	23	-1.1	/	/	/	/	6
10	CCOC(=O)c1cnn(-c2ccccc2)c1NC(=O)CN1CCCCC1	-3	12	?	0	1.5	-20	3	4	-2	-2
11	O=C1NC(=S)NC(=O)C1=Cc1c(Cl)cccc1Cl	3	-8	-6	14	-0.5	/	/	-9	/	-7
12	Cc1cccc(N2CCN(CCCNC(=O)c3ccc(NC(=O)C4=CSCCO4)cc3)CC2C)c1 (centres undefined)	-1	4	7	17	0.1	19	4	10	5	-20
13	COc1ccc(OCCn2c(=O)sc3ccccc32)cc1	-5	1	-4	-10	-0.2	14	-2	-27	2	0
14	Cc1nn(Cc2ccc(Cl)c(Cl)c2)c(C)c1NC(=O)c1cc(C2CC2)on1	4	6	-2	1	0.0	19	1	-10	7	11
15	O=C(/C=C/c1c(F)cccc1Cl)Nc1ccncc1	2	2	-4	-7	-0.4	7	2	4	-14	0
16	COc1ccccc1OCc1ccc(C(=O)Nc2cc(OC)c(OC)c(OC)c2)o1	-12	-1	?	3	?	35	1	-4	/	8
17	Cc1cccc(NC(=O)c2nc[nH]c2C(=O)N[C@@H](CC(C)C)C(=O)OC(C)(C)C)c1	2	-2	-5	22	-0.1	-9	/	-4	-20	7
18	Cc1ccc(Oc2cnn(-c3ccccc3)c(=O)c2Br)cc1	-6	6	5	15	0.6	1	-1	-7	18	33*
19	COC(=O)C(Cc1ccccc1)NS(=O)(=O)c1ccc(F)cc1Br (centres undefined)	1	5	-4	-3	0.9	0	/	-8	4	6
20	O=C(O)CC1(CC(=O)Nc2ccc(F)c(Cl)c2)CCCCC1	/	-5	/	-4	/	18	4	0	9	-7

# Some of the entries so far, with values under each structure.
# Every second line gives: Anthrax LF prot | MazEF act | BoNT F protease | CCHFV vOTU inh | BoNT A protease | VHR inh abs | SARS 3CLpro inh | PriA SSB inh | Rv3671c inh | PrPC TRFRET
14	Cc1nn(Cc2ccc(Cl)c(Cl)c2)c(C)c1NC(=O)c1cc(C2CC2)on1
  4 | 6 | -2 | 1 | 0.0 | 19 | 1 | -10 | 7 | 11
11	O=C1NC(=S)NC(=O)C1=Cc1c(Cl)cccc1Cl
  3 | -8 | -6 | 14 | -0.5 | / | / | -9 | / | -7
18	Cc1ccc(Oc2cnn(-c3ccccc3)c(=O)c2Br)cc1
  -6 | 6 | 5 | 15 | 0.6 | 1 | -1 | -7 | 18 | 33*

# Next compounds.
cpd	SMILES	Anthrax LF prot	MazEF act	BoNT F protease	CCHFV vOTU inh	BoNT A protease	VHR inh abs	SARS 3CLpro inh	PriA SSB inh	Rv3671c inh	PrPC TRFRET
21	N/C(=N\OC(=O)Oc1ccccc1)c1ccc(Cl)cc1	-2	1	-13	-9	0.2	33	-7	/	1	-6
22	Cc1ccccc1C(=O)Nc1nncs1	-1	4	10	5	-0.3	-45	0	-5	-1	4
23	CC(CCn1cccn1)NC(=O)c1cc(COc2ccc(F)cc2Cl)on1 (centres undefined)	-6	-4	4	-15	1.3	13	-3	5	-3	-6
24	COc1cccc(CNC(=O)N2CCN(c3ccccc3)CC2)c1	2	-1	1	-16	-0.1	7	-6	-6	-8	5
25	COc1ccc2c(CN3CCCC3)cc(=O)oc2c1	3	/	0	-35	-0.3	/	/	/	/	-1
26	O=C(C1CCN(C2CCN(CC3CC=CCC3)CC2)CC1)N1CCOCC1 (centres undefined)	-2	9	-7	15	-0.5	20	0	-14	1	4
27	O=C(C1=C[C@H](c2ccc3c(c2)OCO3)C[C@H](OCCCCO)O1)N1CCN(Cc2ccccc2)CC1	-9	-12	-7	-4	-0.5	-2	1	-3	12	-4
28	Cc1ccnc(NS(=O)(=O)c2cccs2)c1	0	-1	1	-9	-0.4	5	-4	-8	5	-3
29	COc1cc(OC)cc(C(=O)NC(C(=O)NNC(=O)CN(C)S(=O)(=O)c2ccc(C)cc2)C(C)C)c1 (centres undefined)	1	8	-2	10	0.0	/	/	6	/	-9
30	CCOC(=O)Cn1c(=O)oc2cc(S(=O)(=O)NCCCc3ccccc3)ccc21	-5	-5	-13	7	-0.5	-2	3	-8	-11	2
31	CCCCN(C(=O)NCCCCCCNC(=O)N(CCCC)C1CCS(=O)(=O)C1)C1CCS(=O)(=O)C1 (centres undefined)	-1	4	1	15	-0.4	6	-2	-7	4	-2
32	CN(C)/C=C/C(=O)c1ccc(-c2ccc(Cl)cc2Cl)o1	-4	1	0	2	3.4	6	2	-4	-3	-2
33	CCC1CCCCN1C(=O)c1ccc(OC2CCN(C(=O)CCOC)CC2)cc1 (centres undefined)	3	7	6	7	1.3	61	-8	-13	-5	5
34	C/C(=N\Nc1nc(Nc2ccccc2)nc(N2CCOCC2)n1)c1cccs1	0	9	-3	13	0.1	22	1	/	6	-5
35	O=S(=O)(O)c1ccc(N=NNc2ccc(Br)cc2)cc1	-2	-5	-3	17	-2.6	17	-1	6	1	-4
36	O=C1CC(N2CCN(c3ccc(O)cc3)CC2)C(=O)N1c1ccc2c(c1)OCO2 (centres undefined)	0	0	-8	15	-0.4	11	-2	10	0	-5
37	COc1ccc2[nH]c(CN3CCN(CC=C(C)C)C(CCO)C3)c(C)c2c1 (centres undefined)	-9	6	?	-9	4.2	10	-1	-5	5	-3
38	COc1ccc(C(CC(=O)O)NC(=O)c2cccs2)cc1 (centres undefined)	-7	-2	-6	-7	-2.0	1	6	-1	-3	2
39	CC(=O)/C(=N/Nc1ccccc1Cl)Sc1nnc(C(O)c2ccccc2)n1-c1ccccc1 (centres undefined)	-3	4	-6	4	0.3	5	6	/	-3	4
40	COc1ccc(N2C(=NC(=O)C(C)Oc3ccccc3)SC3CS(=O)(=O)CC32)cc1 (centres undefined)	3	5	-6	-7	-0.1	-10	-5	-10	-2	-7
41	Cc1cccc(N(C(=O)Cc2cccs2)C(C(=O)NC2CCCC2)c2ccsc2)c1 (centres undefined)	2	-14	6	-11	0.8	28	3	-1	/	0
42	COc1ccc(/C=C2/C(=O)N(c3cccc(F)c3)N=C2C)c(OC)c1	/	-28	/	-4	/	18	2	-2	-6	-6
43	CCOC(=O)c1cc(C(=O)c2cc(F)ccc2O)coc1=N	0	-1	0	13	-0.1	7	6	-13	-1	-4
44	O[C@@H](c1cc(C(F)(F)F)nc2c(C(F)(F)F)cccc12)[C@H]1CCCCN1	-2	14	-22	1	0.2	/	/	-6	-4	4
45	CCN(CC(=O)Nc1ccc2c(c1)OCCO2)c1ccc(S(=O)(=O)N2CCOCC2)cn1	-4	-7	-3	-16	0.0	-32	4	-11	-1	-7
46	CS(=O)(=O)c1cnc(-c2ccccc2)nc1Oc1ccc(Cl)cc1	-5	-50	-7	10	-0.3	6	3	2	-1	0
47	CCOC(=O)C1CCN(S(=O)(=O)c2ccc3c(ccn3C)c2)CC1	0	4	3	6	0.0	-17	-6	-3	1	-2
48	O=C1CC(NNC(=O)c2cccc(F)c2)C(=O)N1 (centres undefined)	-1	6	-12	2	-0.5	-4	11	0	-5	7
49	Cn1c(-c2ccc(C(F)(F)F)cc2)cc2onc(-c3ccccc3)c2c1=O	0	5	-5	-2	-0.9	/	/	-8	5	-3
50	Cn1ncc(Br)c1C(=O)NCc1cccs1	-1	-1	-2	-1	-1.0	-8	3	-26	-6	3
51	O=C(COc1ccccc1Br)NCCc1nc2ccccc2[nH]1	0	8	3	-11	0.1	-6	-1	-15	-13	3
52	OCC1(CCOc2ccccc2)CCN(Cc2ccncc2)CC1	-12	15	?	-8	-0.3	40	-3	-18	-3	-11
53	CCc1cccc(NC(=O)CN(c2ccc(C)cc2)S(=O)(=O)c2c(C)noc2C)c1	5	5	6	10	0.6	34	3	-13	-18	4
54	CCC(=O)NC(=S)Nc1ccc(NC(=O)c2cccc([N+](=O)[O-])c2C)cc1	-1	1	-6	-15	-0.3	-7	2	-7	2	-2
55	CN1CCN(c2ccc([N+](=O)[O-])cc2NC(=O)c2cccs2)CC1	4	-14	-6	9	-0.6	6	-3	4	-7	-31
56	CCCCn1c(SCC(=O)Nc2nccs2)nc2ccccc2c1=O	0	2	-2	2	-0.8	10	0	-11	-3	1
57	O=C(CC1NCCc2ccccc21)Nc1ccccc1 (centres undefined)	2	13	14	1	2.5	19	2	7	-1	-4
58	COC(=O)c1sccc1Oc1ccc(F)cc1[N+](=O)[O-]	6	-1	3	0	0.1	-16	-5	21	-8	-9
59	O=C(NC(c1ccccc1)c1ccc2ccccc2n1)C1CCN(Cc2ccc(Oc3ccccc3)cc2)CC1 (centres undefined)	-9	/	-16	10	-1.3	/	/	/	/	-4
60	COc1ccc(NC(=O)C2(c3ccc(NC(=O)c4ccc(OC)cc4)cc3)CCCC2)cc1	-4	-1	-3	9	-0.6	18	-1	2	-8	-4
61	COc1ccc2nc(-n3c(O)c(C4=c5ccccc5=NC4=O)[nH]c3=S)sc2c1	-10	3	-6	3	2.2	7	-3	-13	10	5
62	CC1CCCCN1C(=O)COC(=O)Cc1c[nH]c2ccccc12 (centres undefined)	-2	10	-6	1	-0.5	/	/	-10	0	4
63	COc1ccc(C(c2nnnn2CC2CCCO2)N2CCC(C(N)=O)CC2)cc1 (centres undefined)	-8	1	9	5	-0.5	22	0	-3	1	1
64	C/C(CC(=O)Nc1cc(Cl)ccc1Cl)=N\NC(=O)COc1cccc(C)c1	-6	10	-8	7	-1.9	35	3	/	-19	6
65	CC(=O)C1=C(O)C(=O)N(c2ccc(Br)cc2)C1c1ccccc1[N+](=O)[O-] (centres undefined)	11	0	-12	-5	-4.3	-4	-4	16	4	6
66	COC(=O)C1=NNC(C(=O)OC)C1c1ccccc1 (centres undefined)	-1	7	-6	-21	-0.7	/	/	-6	/	4

# Down the list, as entered above.
# Compounds 61 to 66 in PriA SSB inh read -13, -10, -3, /, 16, -6
# Compounds 61 to 66 in BoNT A protease read 2.2, -0.5, -0.5, -1.9, -4.3, -0.7
